KCNQ1 act – human KCNQ1 channel potentiation or activation. P51787. CHO-K1 KCNQ1, thallium flux FluxOR fluorescence; hits give high values. B-score at 10 µM. 310,000 tested, 0.35% active;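 active means fluorescence ratio B-score, a plate-corrected score, at least three library SD, with initial intensity B-score within 5 SD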
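assay system = KCNQ1-transfected CHO-K1 cells | medium = assay buffer with matched DMSO | probe or stimulus = depolarizing K+/Tl+ stimulus, K2SO4 and Tl2SO4 each 12.5 mM in 5x stock | dosing = single dose | incubation = dye 90 min, compound 20 min, room temperature | detection = kinetic FluxOR fluorescence, 10 s baseline plus 110 s post-stimulus | evaluation = ratio B score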
KCNK3 inh – human KCNK3 channel inhibition, primary screen | O14649 | CHO-KCNK3 thallium flux, FluxOR fluorescence; hits give low values | B-score at 10 µM | 340,000 tested, 0.84% active;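 active means B-score under library mean minus 4 SD, starting fluorescence ratio at most library mean plus 5 SD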;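 further: more negative B-score means stronger inhibition of thallium flux through KCNK3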
ANO1 block – inhibitors of mouse TMEM16A calcium-activated chloride channel; HEK293 TMEM16A/YFP iodide influx fluorescence, ionomycin; normalized B-score (activity score, 25-100; higher = stronger inhibition) at 10 µM; 310,000 tested, 1.2% active; AID 588511;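 active means ratio plate-corrected score three or more library SD toward inhibition, starting fluorescence score within five deviations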;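 further: score derived from kinetic fluorescence span divided by baseline fluorescence per well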
ANO1 activ – activates or potentiates the mouse TMEM16A chloride channel | HEK293 TMEM16A/YFP-H148Q/I152L, iodide quench fluorescence; hits give low values | B-score at 10 µM | 340,000 tested, 0.3% active;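 active means fluorescence-ratio B-score plate-corrected deviation score at least 3 library SD below zero, with starting fluorescence score within 5 deviations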;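 further: channel opened by trigger with iodide after compound preincubation; score built on the fluorescence ratio of max minus min over baseline; more negative score means more quench and so TMEM16A activation or potentiation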
RGS4 block – inhibitors of human RGS4. AID 463165. 310,000 tested, 0.45% active. HEK293 M3R/RGS4 inducible, Fluo-4 calcium flux; hits give high values; triggered by carbachol at its EC20. P49798. B-score at 10 µM;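 active means B-score, a plate-corrected calcium signal, over three deviations above library mean, with baseline fluorescence within five deviations of library mean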;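 further: RGS4 expression induced by doxycycline in cells with stable M3 receptor; B-score is computed from the integrated fluorescence ratio over baseline after carbachol; higher B-score means a larger calcium signal and so more RGS4 inhibition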
hERG rescue – hERG (human) protection from proarrhythmic block | Q12809 | CHO-hERG, FluxOR thallium flux, dofetilide IC70 present | activation (rescue from dofetilide block), less the hit threshold, % at 10 µM | 310,000 tested, 0.51% active;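 active means activation above the mean of controls blocked by dofetilide plus 5 SD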;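 further: thallium influx through hERG after potassium depolarization seen as dye fluorescence rise; in these data hits start at about 4.7%; inactives centre near -7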
Target sequence (Q12809 whole entry, looked up): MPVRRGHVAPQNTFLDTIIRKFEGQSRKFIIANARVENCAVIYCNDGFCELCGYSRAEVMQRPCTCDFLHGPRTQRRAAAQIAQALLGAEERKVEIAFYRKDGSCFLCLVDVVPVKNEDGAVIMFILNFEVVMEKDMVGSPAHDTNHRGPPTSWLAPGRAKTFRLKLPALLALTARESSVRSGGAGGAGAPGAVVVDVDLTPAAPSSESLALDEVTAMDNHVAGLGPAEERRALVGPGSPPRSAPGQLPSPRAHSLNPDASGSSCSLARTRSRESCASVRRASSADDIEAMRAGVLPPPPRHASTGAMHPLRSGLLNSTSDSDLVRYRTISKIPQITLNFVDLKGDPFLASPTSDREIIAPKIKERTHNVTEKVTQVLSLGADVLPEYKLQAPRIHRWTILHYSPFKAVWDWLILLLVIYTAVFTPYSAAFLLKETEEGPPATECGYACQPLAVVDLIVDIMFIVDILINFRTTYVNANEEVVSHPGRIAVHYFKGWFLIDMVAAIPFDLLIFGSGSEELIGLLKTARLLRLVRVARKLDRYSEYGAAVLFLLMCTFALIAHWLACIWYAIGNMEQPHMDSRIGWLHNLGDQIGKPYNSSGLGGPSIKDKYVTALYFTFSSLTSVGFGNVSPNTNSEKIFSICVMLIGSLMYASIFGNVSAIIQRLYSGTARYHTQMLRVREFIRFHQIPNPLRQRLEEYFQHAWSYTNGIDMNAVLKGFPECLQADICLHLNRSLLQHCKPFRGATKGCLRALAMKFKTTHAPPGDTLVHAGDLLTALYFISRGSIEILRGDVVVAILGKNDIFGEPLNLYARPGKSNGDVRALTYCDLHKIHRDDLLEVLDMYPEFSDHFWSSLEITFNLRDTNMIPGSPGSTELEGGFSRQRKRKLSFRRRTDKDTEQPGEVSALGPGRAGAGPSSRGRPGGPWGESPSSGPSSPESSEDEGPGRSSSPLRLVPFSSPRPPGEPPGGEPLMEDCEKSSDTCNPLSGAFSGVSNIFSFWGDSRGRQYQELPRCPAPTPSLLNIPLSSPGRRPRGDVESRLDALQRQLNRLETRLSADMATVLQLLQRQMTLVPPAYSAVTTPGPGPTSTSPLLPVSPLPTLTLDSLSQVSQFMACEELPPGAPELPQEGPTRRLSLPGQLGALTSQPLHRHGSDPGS
KCNK9 block – inhibitors of human KCNK9 two-pore domain potassium channel. 310,000 tested, 1.2% active. B-score at 10 µM. HEK293 KCNK9, FluxOR thallium flux fluorescence; hits give low values. AID 488922;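 active means ratio B-score over 3 SD below the library mean, with starting fluorescence within 5 SD of its mean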;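 further: negative B-score means less thallium flux so channel inhibition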
RGS4 act – potentiators or activators of RGS4. 310,000 tested, 0.92% active. B-score at 10 µM. HEK293 M3R/inducible RGS4, carbachol calcium flux Fluo4; hits give low values. AID 463111;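 active means B-score of the integrated calcium signal more than 4 SD below the library mean, with starting fluorescence not abnormally high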;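 further: negative B-score means reduced calcium response which marks RGS4 activation or potentiation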
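test system = M3R-expressing HEK293 line, RGS4 induced by doxycycline | probe or stimulus = carbachol at ECmax as muscarinic agonist stimulus | timing = dye loading 30 min 37 °C, buffer rest 30 min RT | signal = calcium dye Fluo4 fluorescence | evaluation = B score from integrated fluorescence ratio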
HDAC3 inhib – human HDAC3 inhibition | O15379 | recombinant HDAC3, fluorogenic peptide/trypsin coupled, fluorescence | inhibition, % at 8.3 µM | 320,000 tested, 0.15% active | AID 2718; in the data active means inhibition above about 26%, passing the limit was not always enough; inconclusive means no clear call, values can overlap the other calls
KCNQ1 block – human KCNQ1 channel inhibition. P51787. CHO-K1 KCNQ1, FluxOR thallium flux fluorescence; hits give high values. B-score at 10 µM. 310,000 tested, 1.3% active. AID 2642;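 active means compounds whose thallium flux B-score, printed positive for inhibition, exceeds three library SD while starting fluorescence stays within three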;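 further: channel opened by potassium depolarization with thallium stimulus after 20 min compound exposure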
SKKanGAS inh – blocks kanamycin growth of S. pyogenes SKKanGAS strain. 300,000 tested, 1.3% active. BacTiter-Glo, 6 h. inhibition, % at 7.5 µM;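 active means mean replicate score, as percent of positive control median, at least 50; inconclusive means mean below 50 but one replicate at or above 50; inactive means mean and every replicate below 50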;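 further: strain carries kanamycin resistance gene driven by streptokinase promoter and grows in 40 µg/ml kanamycin; loss of luminescence reflects streptokinase promoter inhibition or plain growth inhibition; 0% = median of DMSO wells and 100% = positive control at its reference dose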
Active calls of the source: *; i = inactive; ? = inconclusive; nt = no result given.

SMILES	KCNQ1 act	KCNK3 inh	ANO1 block	ANO1 activ	RGS4 block	hERG rescue	KCNK9 block	RGS4 act	HDAC3 inhib	KCNQ1 block	SKKanGAS inh
Cc1ccc(-c2nnn(CC(=O)Nc3ccccc3-c3ccccc3)n2)c(-n2cnnn2)c1	i	i	nt	i	i	-1.3	i	i	nt	i	1.0
O=C(Cn1cnc2c(cnn2-c2ccccc2)c1=O)NCCc1ccccc1	i	i	i	i	i	-6.9	i	i	-1.7	i	1.1
N#Cc1cc(C(=O)c2ccccc2OCC(=O)Nc2ccccc2)cn(C2CCCCC2)c1=O	i	i	i	i	i	-2.6	i	i	0.5	i	-1.4
O=C(COc1ccc([N+](=O)[O-])cc1)NN=C1CCCC1	i	i	i	i	i	2.1	i	i	5.0	i	7.9
C=CCNC(=O)c1cc2c(=O)n3cccc(C)c3nc2s1	i	i	i	i	i	-10.0	i	i	-0.4	i	-10.5
O=c1cc(-c2ccccc2)nc(N2CCCCC2)[nH]1	i	i	i	i	i	-12.6	i	i	8.0	i	0.6
CS(=O)(=O)N(CC(=O)Nc1cc(Cl)ccc1Cl)c1ccccc1Cl	i	i	i	i	i	-14.8	i	i	-3.3	i	9.2
Nc1ccccc1C(=O)NCCN1CCNC1=O	i	i	i	i	i	-9.8	i	i	nt	i	-5.4
CC1CCCCN1CC(=O)NC(=O)NCc1ccccc1 (configuration not stated)	i	i	i	i	i	-5.1	i	i	1.6	i	2.5
COc1ccc(CCNC(=O)CN2C(=O)NC(C)(c3ccc([N+](=O)[O-])cc3)C2=O)cc1 (configuration not stated)	i	i	i	i	i	-14.5	i	i	1.5	i	1.6
O=C(O)c1cc(Cl)c2c(c1)OCO2	i	i	i	i	i	-4.4	i	i	-1.3	i	-15.9
CN1CCN(NC(=O)/C=C/c2ccc(C(C)(C)C)cc2)CC1	i	i	i	i	i	-6.0	i	i	1.4	i	-0.9
Cc1ccc(C(=O)OCC(=O)N(CC(C)C)c2c(N)n(Cc3ccccc3)c(=O)[nH]c2=O)o1	i	i	i	i	i	-9.7	i	i	4.3	i	-9.0
COc1ccc(C2(O)CCN(C(=O)Cc3cccnc3)CC2)cc1	i	i	i	i	i	-6.1	i	i	4.6	i	3.5
Cc1ccc(OCC(O)CN2CCN(CC(O)COc3ccc(C)cc3)CC2)cc1 (configuration not stated)	i	i	i	i	i	-13.7	i	i	2.1	i	10.4
Cc1ccc(NC2=C(Cl)C(=O)OC2OC(=O)c2ccccc2)c(C)c1 (configuration not stated)	i	i	i	i	i	-13.9	i	i	6.8	i	15.3
O=C(CN(c1ccccc1)S(=O)(=O)c1ccccc1)Nc1ccccc1C(=O)NCc1ccco1	i	i	i	i	i	-13.9	i	i	-7.7	i	5.0
N#Cc1cc(C(=O)c2ccccc2O)cn(-c2ccc(Cl)cc2)c1=O	i	i	i	i	i	-5.0	i	i	6.1	i	1.1
CCCc1nc2c(=O)n(C)c(=O)[nH]c2n1C	i	i	i	i	i	-16.0	i	i	3.8	i	4.0
Cc1ccc(C(=O)C(C)N2C(=O)NC(C)(c3ccccc3)C2=O)cc1 (configuration not stated)	i	i	i	i	i	-8.2	i	i	-4.9	i	8.0
Nc1nc(NCCOCCO)nc(NCC2CCCO2)c1[N+](=O)[O-] (configuration not stated)	i	i	i	i	i	-5.3	i	i	-6.9	i	0.7
Cc1cc(C)c2c(N=NN3CCCCC3)[nH]nc2n1	i	i	i	i	i	-20.6	i	i	5.6	i	3.8
NS(=O)(=O)c1ccc(CCNC(=O)c2ccc(Cl)cc2[N+](=O)[O-])cc1	i	i	i	i	i	-4.9	i	i	1.8	i	-6.6
CC1=CC(C)(C)Nc2ccc(OC(=O)C(Cc3ccccc3)N3C(=O)C4CCCCC4C3=O)cc21 (configuration not stated)	i	i	i	i	i	-4.1	i	i	4.5	i	1.9
CC1CN(C(=S)SCC(=O)c2ccccc2)CC(C)O1 (configuration not stated)	i	i	i	i	i	-3.5	i	i	-4.2	i	-3.5
Cc1nc(SCC(=O)N2CCCc3ccccc32)c2oc3ccccc3c2n1	i	i	i	i	i	-3.3	i	i	3.2	i	27.5
COc1ccc(CCNC(=O)C(=O)NCc2ccc(C(C)C)cc2)cc1OC	i	i	i	i	i	-10.2	i	i	-8.2	i	0.8
O=C(NCCN1CCOCC1)/C(=C\c1ccccc1Cl)NC(=O)c1ccccc1	i	i	i	i	i	-10.0	i	i	-0.3	i	-1.3
O=C(CCn1c(=O)[nH]c2ccccc2c1=O)Nc1ccccc1	i	i	i	i	i	-12.2	i	i	-0.2	i	-2.1
COc1ccccc1NC(=O)N1CCN(c2cccc(C(F)(F)F)c2)CC1	i	i	i	i	i	-12.5	i	i	4.8	i	-6.5
Cc1ccc(N(CC(=O)N=Nc2c(O)[nH]c3ccccc23)S(C)(=O)=O)c(C)c1	i	i	i	i	i	-8.2	i	i	-0.5	i	-18.6
Cc1ccc2nc3n(c2c1)CCCN3	i	i	i	i	i	-4.3	i	i	5.0	i	2.3
Cc1cc(C)cc(OCC(O)CN2CCN(C(=O)c3ccco3)CC2)c1 (configuration not stated)	i	i	i	i	i	-8.2	i	i	-0.4	i	-0.1
CCOC(=O)Nc1ccc2c(c1)N(C(=O)CCN(C)C)c1ccccc1CC2	i	i	i	i	i	-1.5	i	i	-1.1	i	2.3
COc1ccc(NC(=O)CN(C)C(=O)c2cccc(NS(=O)(=O)c3ccc(Br)cc3)c2)cc1	i	i	i	i	i	-15.6	i	i	nt	i	-4.8
c1ccc2c(c1)Cn1nc(Cc3nc4c(s3)CCCC4)nc1-2	i	i	i	i	i	-11.4	i	i	-5.2	i	1.6
Cc1ccc(S(=O)(=O)N(C(=O)c2ccncc2)c2ccc(OC(=O)c3ccncc3)cc2)c(C)c1	i	i	i	i	i	-10.0	i	i	1.3	i	-17.9
O=C(CC(c1ccccc1)c1ccccc1)Nc1ccc(Cl)cn1	i	-8.9*	i	i	i	-4.3	i	i	6.9	i	18.1
O=C(c1ccc(-c2ccccc2)cc1)C1CCCN(C(=O)c2ccncc2)C1 (configuration not stated)	i	i	i	i	i	-12.5	i	i	2.7	i	-0.8
O=[N+]([O-])c1ccc(C23CC4CC(CC(O)(C4)C2)C3)cc1	i	nt	i	nt	i	-9.4	i	i	1.5	i	-6.0
Cn1c(=O)c(N=O)c(N)n(Cc2ccccc2)c1=S	i	i	i	i	i	-5.1	i	i	6.3	i	2.1
CCc1cc(C(=O)N2CCCC(C(=O)c3cccc(OC(C)C)c3)C2)n(C)n1 (configuration not stated)	i	i	i	i	i	-19.5	i	i	-9.5	i	-2.6
Cc1ccc(-c2nnn(CC(=O)N(Cc3ccccc3F)C(C(=O)NC3CCCC3)c3ccncc3)n2)o1 (configuration not stated)	i	i	i	i	i	-2.0	i	i	?	i	2.7
c1ccc2[nH]c3cc4ncnc4cc3nc2c1	i	i	i	i	i	-33.9	i	i	1.2	i	-4.1
CC(C)OP(=O)(c1ccc(N(C)C)cc1)C(O)c1c(Cl)cccc1Cl (configuration not stated)	i	i	i	i	i	-10.3	i	i	-5.0	i	-7.4
Cc1ccsc1/C=N/N=C/c1sccc1C	i	i	i	i	i	0.5	i	i	3.5	i	1.0
O=C(NCc1ccccc1)C1=C[C@@H](C2CC2)C[C@@H](OCCCCO)O1	i	i	i	i	i	-10.9	i	i	-1.3	i	2.3
COc1cccc(C2=CC(c3ccccc3)n3nnnc3N2)c1 (configuration not stated)	i	i	i	i	i	-2.5	i	i	-2.3	i	4.3
O=C(NCCc1ccccn1)C(F)(F)C(F)(F)C(F)(F)C(F)(F)C(F)(F)C(F)F	i	i	i	i	i	-5.8	i	i	2.8	i	-0.7
COC(=O)CC1C(=O)NCCN1C(=O)CSc1nc2ccccc2c(=O)n1CC(C)C (configuration not stated)	i	i	i	i	i	-4.9	i	i	-4.5	i	-1.6
Later entries.
SMILES	KCNQ1 act	KCNK3 inh	ANO1 block	ANO1 activ	RGS4 block	hERG rescue	KCNK9 block	RGS4 act	HDAC3 inhib	KCNQ1 block	SKKanGAS inh
Cc1ccc(NC(=O)NC(=O)CSc2nnnn2C)c(C)c1	i	i	i	i	i	-10.6	i	i	-4.1	i	5.0
CC(C)c1nnc(NC(=O)CCC(=O)NC2CCCCC2)s1	i	nt	i	nt	i	-9.7	i	i	-2.4	i	11.5
Cc1cccc(CNC(=O)c2ccccc2NC(=O)C2=CSCCO2)c1	i	i	i	i	i	-9.5	i	i	5.8	i	-10.4
O=S(=O)(c1cccs1)n1cnc2ccccc21	i	i	i	i	i	-9.2	i	i	-4.8	i	-1.5
Cn1c(=O)c2c(nc(SCCCC#N)n2Cc2ccccc2F)n(C)c1=O	i	i	i	i	i	-7.8	i	i	1.6	i	0.7
COc1cc(NC(=O)c2cc(-c3ccco3)on2)cc(OC)c1OC	i	i	i	i	i	-1.7	i	i	1.6	i	-2.9
CCN1CCN(c2ccc(S(=O)(=O)N3CCOCC3)cc2NC(=O)c2ccccc2OC(F)F)CC1	i	i	i	i	i	-4.7	i	i	-1.9	i	11.7
Cn1nccc1C(=O)N1CCCC(C(=O)c2ccc(C(F)(F)F)cc2)C1 (configuration not stated)	i	i	i	i	i	-7.3	i	i	-3.5	i	0.8
CCOc1ccc(N(C)S(=O)(=O)c2cc(-c3cc(C)no3)ccc2CC)cc1	i	-13.2*	i	i	i	-5.1	-7.83*	i	1.4	13*	-2.5
CCN(CC)c1ccc(S(=O)(=O)N2CCOCC2)cc1NC(=O)COC(=O)c1cccnc1SC	i	i	i	i	i	-6.2	i	i	-5.0	i	-0.8
CN1CCc2c(sc(NC(=O)c3cc(Cl)sc3Cl)c2C(N)=O)C1	i	nt	i	nt	i	-16.3	i	i	0.5	i	0.9
COC(=O)C(C)C1Sc2ccccc2NC1=O (configuration not stated)	i	i	i	i	i	-8.6	i	i	-0.4	i	-1.3
CCOC(=O)N1CCN(C(=O)c2oc3ccc(S(=O)(=O)N4CC(C)CC(C)C4)cc3c2C)CC1 (configuration not stated)	i	i	i	i	i	-1.3	i	i	-3.5	i	9.3
CC(C)(C)c1ccc(NC(=O)Cn2cnc3cc([N+](=O)[O-])ccc3c2=O)cc1	i	i	i	i	i	-3.4	i	i	3.5	i	-3.1
COc1cc2c(cc1OC)CN(C(=O)Cc1ccc(OC)c(S(=O)(=O)N3CCOCC3)c1)CC2	i	i	i	i	i	1.8	i	i	-0.9	i	-2.2
COc1ccc(NC(=O)N/C=C/c2ccco2)cc1	i	i	i	i	i	-2.9	i	i	2.4	i	9.4
CCN(CC)S(=O)(=O)c1cccc(NC(=O)CSc2nc3ccccc3[nH]2)c1	i	i	100*	i	i	-14.9	i	i	2.2	i	-0.6

Source: PubChem BioAssay
